aSyn rescue – alpha-synuclein toxicity inhibition in yeast; 0.14% of 370,000 active; Potency, µM (titrated, usually from 46.1 µM), for inactives: at the highest dose growth rescue (activation), most hits filed as activators; Yeast expressing alpha-synuclein, growth rescue, BacTiter-Glo, 24 h; further: % of control where 0% means no effect; nearly all actives have a fitted effect of over 65% in size
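Screening used galactose-induced yeast with toxic alpha-synuclein levels, exposed to compound for 24 hr at 30 deg C. Cell growth, read with BacTiter-Glo luminescence, gave the measured signal.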
TDP-43 yeast inh – TDP-43 toxicity inhibition in yeast | TDP-43 expressing yeast growth rescue, BacTiter-Glo, 24 h | Potency, µM (series often up to 46.1 µM), without a hit: at the highest dose growth rescue (activation), hits mostly activators | 1.8% of 410,000 active | AID 652104; further: % of control where 0% means no effect; nearly all actives have a fitted effect of over 50% in size
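Growth rescue of TDP-43-toxic yeast measured as ATP luminescence (BacTiter-Glo). Cells grown to mid-log in raffinose, induced in galactose at OD600=0.02, exposed to compound 24 hr at 30 deg C.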
EPAC1 antag – antagonists of human EPAC1 | AID 720709 | EPAC1 GEF assay, Rap1b-BODIPY-GDP exchange fluorescence | Potency, µM (titrated, usually from 115 µM), inactives show at the highest dose activity change, negative = inhibition, actives largely listed as inhibitors | 0.14% of 360,000 active;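 further: plate controls were vehicle for no effect and positive control for full effect; nearly all actives have a fitted effect of over 50% in size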
FUS yeast rescue – rescues growth of FUS-expressing yeast; Potency, µM (highest dose often 76.6 µM), without a hit: at the top dose growth rescue (activation), actives largely listed as activators; AID 1347120; 0.24% of 390,000 active; S. cerevisiae FUS-expressing, growth rescue, OD600, 24 h;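 further: plate controls were DMSO vehicle for no effect and reference control for full effect; nearly all actives have a fitted effect of over 55% in size; some results filed as inactive show a strong effect at the top dose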
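Galactose (2%) drives FUS expression in yeast precultured in raffinose; seeding density OD 0.005. Test compounds incubated 24hr at 30C and 99% humidity before absorbance at 600 nm was measured.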
EPAC2 antagonist – EPAC2 (human) antagonism. EPAC2 GEF exchange of Rap1B-BODIPY-GDP, fluorescence. AID 720708. Potency, µM (top dose mostly 114 µM), inactives show top-dose activity, negative = inhibition, hits mostly inhibitors. 0.18% of 360,000 active. Q8WZA2; further: on the % scale 0 is the no-effect control and ±100 the full control effect; nearly all actives have a fitted effect of over 45% in size; many of its hits are not listed in these tables
Target sequence (Q8WZA2 whole entry, looked up): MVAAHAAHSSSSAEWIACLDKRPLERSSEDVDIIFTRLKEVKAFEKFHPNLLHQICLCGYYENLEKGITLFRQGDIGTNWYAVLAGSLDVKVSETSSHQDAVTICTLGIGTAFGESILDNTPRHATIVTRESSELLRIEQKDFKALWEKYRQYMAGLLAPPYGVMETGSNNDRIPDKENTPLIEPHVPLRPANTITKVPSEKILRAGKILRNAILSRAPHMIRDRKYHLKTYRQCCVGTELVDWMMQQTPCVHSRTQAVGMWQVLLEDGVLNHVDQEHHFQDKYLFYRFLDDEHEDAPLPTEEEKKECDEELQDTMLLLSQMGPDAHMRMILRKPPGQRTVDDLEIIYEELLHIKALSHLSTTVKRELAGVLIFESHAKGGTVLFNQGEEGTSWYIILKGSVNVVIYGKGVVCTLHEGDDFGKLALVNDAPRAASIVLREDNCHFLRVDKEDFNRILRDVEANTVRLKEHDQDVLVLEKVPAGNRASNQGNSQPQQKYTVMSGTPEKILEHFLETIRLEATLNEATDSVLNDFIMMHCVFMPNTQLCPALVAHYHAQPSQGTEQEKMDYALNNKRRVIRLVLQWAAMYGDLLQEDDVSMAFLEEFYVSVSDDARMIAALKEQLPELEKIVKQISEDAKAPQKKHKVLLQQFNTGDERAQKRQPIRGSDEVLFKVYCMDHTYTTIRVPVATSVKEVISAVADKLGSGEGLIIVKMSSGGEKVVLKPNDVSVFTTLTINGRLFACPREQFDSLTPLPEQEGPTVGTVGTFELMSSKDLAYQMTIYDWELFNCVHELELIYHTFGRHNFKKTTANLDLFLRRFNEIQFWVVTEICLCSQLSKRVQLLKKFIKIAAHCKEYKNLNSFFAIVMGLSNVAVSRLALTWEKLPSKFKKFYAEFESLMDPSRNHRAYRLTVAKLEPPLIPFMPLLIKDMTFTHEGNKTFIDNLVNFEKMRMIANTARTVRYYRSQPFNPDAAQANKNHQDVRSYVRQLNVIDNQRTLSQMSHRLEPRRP
EPAC1 ag – EPAC1 (human) agonism. O95398. EPAC1 agonist qHTS, biochemical assay; response scale: 100% = response to 6.5 mM cAMP. Potency, µM (titrated, usually from 154 µM), inactives show top-dose activation, usual class: activators. 0.073% of 360,000 active. AID 720707; further: nearly all actives have a fitted effect of over 60% in size
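Compounds were pinned as a concentration titration into mixtures of EPAC1 (100 nM), BODIPY-GDP-loaded Rap1B (250 nM) and GDP (50 uM). After 5 min at room temperature, fluorescence was followed for 30 min; activity was scaled to 6.5 mM cAMP.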
PTHR1 agonist – agonists of human PTHR1 parathyroid hormone receptor; Q03431; HEK293 GP2 PTHR1 cells, GloSensor cAMP luminescence, 1 h; Potency, µM (top dose mostly 115 µM), without a hit: at the highest dose activation, actives largely listed as activators; 0.075% of 410,000 active; further: nearly all actives have a fitted effect of over 55% in size; some results filed as inactive show a strong effect at the top dose; inactives centre near -15; many of its hits are not listed in these tables
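HEK-293-derived GP2 cells expressing PTHR1 and a GloSensor cAMP reporter, 3,000/well, plated overnight, given luciferin plus IBMX (each 0.5 mM as added) for 1 h at 37 °C, then compound for 1 h at 37 °C. Luminescence was read after 15 min at room temperature.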
EPAC2 ag – activates human EPAC2 exchange factor. Q8WZA2. EPAC2 activation, biochemical qHTS; response scale: 100% = 6.5 mM cAMP response. Potency, µM (doses to about 154 µM), inactives show at the top dose activation, hits mostly activators. 0.079% of 360,000 active. AID 720711; further: nearly all actives have a fitted effect of over 50% in size
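Compounds were titrated in qHTS against a Rap1B-BODIPY-GDP (250 nM) complex with EPAC2 (100 nM) and GDP (50 uM). BODIPY-GDP release tracked at 480/540 nm over 30 min at room temperature, normalized to 6.5 mM cAMP.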
An asterisk follows results filed as active; i = inactive; ? = inconclusive; / = not tested or not shown; & = joins results of further samples; [ ] = remark or other dose. The call rests on the fitted dose curve; in most records, active means well fitted curve in the direction sought with a large enough effect; inconclusive means small, poorly fitted or top-dose-only effect, or another doubt; inactive means no such curve, though single readings can be large; an effect the other way counts as inactive or inconclusive. Potency means the concentration at half of the fitted maximal effect.

SMILES	aSyn rescue	TDP-43 yeast inh	EPAC1 antag	FUS yeast rescue	EPAC2 antagonist	EPAC1 ag	PTHR1 agonist	EPAC2 ag
CC(=O)c1cccc(NC(=O)CSc2nnc(C(C)N(C)C)n2Cc2ccccc2)c1 (stereo not drawn)	2%	-2%	7%	27%	-8%	1%	-29%	3%
O=C(O)c1ccc2c(=O)[nH]c(CN3CCOCC3)nc2c1	9%	23%	-1%	/	-1%	-3%	i	3%
COC(=O)C(C)Sc1nc2c(c(=O)n(C)c(=O)n2C)n1CCC(C)C (stereo not drawn)	2%	0%	-14%	14%	-2%	-5%	-14%	-5%
CC(OC(=O)c1ccc2c(=O)n3c(nc2c1)CCC3)C(=O)NC1CCCCC1C (stereo not drawn)	-5%	-2%	19%	13%	7%	-8%	14%	-9%
CCOC(=O)C1=C(N)n2c(s/c(=C\c3cccnc3)c2=O)=C(C#N)C1c1cccnc1 (stereo not drawn)	3%	-6%	-10%	-8%	-7%	7%	i	-7%
Cc1ccc(S(=O)(=O)Oc2ccc(/C=N/N=C3/NC(=O)C(CC(=O)O)S3)cc2)cc1[N+](=O)[O-] (stereo not drawn)	-2%	15%	-1%	/	6%	6%	i	4%
Cn1c(N)c(C(=O)c2ccc(Cl)c(S(=O)(=O)N3CCCCCC3)c2)c(=O)n(C)c1=O	-2%	21%	-3%	15%	-12%	7%	i	4%
CCCCNc1c(-c2cccc(-c3cc(C(C)=O)cs3)c2)nc2ccc(C)cn12	-7%	11µM*	-9%	34%	-14%	5%	-49%[inhibitor]	7%
CC(=O)N1CCN(CCN=CC2=C(O)CC(c3cccs3)CC2=O)CC1 (stereo not drawn)	15%	-30%[inhibitor]	6%	-6%	9%	5%	i	-85%[inhibitor][15.6 µM]
Cc1cc(C(=O)N2CCOCC2)c(C)o1	0%	-3%	-13%	-14%	-1%	10%	i	-3%
Cc1ccccc1C(=O)N1CCC(C(=O)Nc2cccc(F)c2)CC1	8%	5%	0%	0%	2%	2%	-11%[57.5 µM]	1%
CN(C[C@H](Cc1ccccc1)N(C[C@H](CC1CCCCC1)N(CCc1ccccc1)N=O)N=O)N=O	0%	4%	-3%	24%	-11%	0%	i	11%
Cn1cc(Cl)c(/C(N)=N/OC(=O)c2ccccc2C(F)(F)F)n1	3%	20µM*	-9%	6%	14%	-5%	-6%	8%
Cc1cc(NCc2ccco2)nc(N2CCC(C(=O)NC3CCCCC3)CC2)n1	?	-31%[inhibitor]	-9%	9%	-1%	-7%	-10%	2%
Cc1nn(CCC(=O)Nc2cccc(C#N)c2)c(C)c1S(=O)(=O)N1CCCCC1	4%	0%&4%	-1%	-9%&16%	-1%	14%	-20%	-3%
COc1cc(/C=C2/C(=O)NN(c3ccc(Cl)cc3)C2=O)cc(Br)c1O	1%	-16%[1.82 µM]	?	36%	-2%	-8%	-1%	-5%
N=c1nc(-c2ccccc2)ccn1O	1%	6%	0%	7%	10%	1%	-3%	0%
Cc1c(C(=O)/C=C/N(C)C)nnn1-c1ccc(F)c(Cl)c1	-77%[inhibitor]	-6%[1.82 µM]	8%	17%	-5%	1%	i	5%
COc1ccc(C(=O)CN2C(=O)NC(C)(c3ccccc3)C2=O)cc1OC (stereo not drawn)	-8%	0%	1%	18%	4%	-12%	-13%[57.5 µM]	-2%
CN1OC[C@@H]2CN(C(=O)C(C)(C)C)[C@H](c3cccc(N4CCOCC4)c3)C[C@@H]21	-6%	3%	18%	-7%	3%	-2%	i	4%
O=C(CSc1nnc(NC(=O)c2ccccc2[N+](=O)[O-])s1)NCc1ccco1	-2%	-15%	19%	17%	12%	-6%	-25%	8%
CCOC(=O)COc1ncn(-c2ccccc2)n1	3%	-9%	7%	5%	-6%	0%	i	-2%
CCOP(=O)(c1c(F)c(F)c(F)c(F)c1F)C1(O)CCCCC1 (stereo not drawn)	2%	8%	1%	1%	5%	4%	i	12%
CCOC(=O)C1C(=O)NC(SCC(=O)Nc2nccs2)=C(C#N)C1c1ccccc1OCC (stereo not drawn)	-36%[inhibitor]	-16%	4%	43%	-4%	10%	12%[57.5 µM]	6%
Cn1c2ccc(Br)cc2c2nnc(SCC(=O)O)nc21	1%	19%	0%	4%	5%	-5%	-14%	3%
O=C(N1CCOCC1)N1CCN(c2nc(-c3ccc(F)cc3)cs2)CC1	-14%	14%	2%	38%	15%	-7%	-1%[57.5 µM]	4%
Cc1c(C(=O)C(=O)NCCC2=CCCCC2)c2ccccc2n1C	5%	-12%	-3%	/	-6%	2%	-17%	-1%
COc1ccc(N2CC(C(=O)N[C@@H](C)C(=O)NCCc3ccccc3)CC2=O)cc1 (stereo partly drawn)	1%	-3%	5%	-4%	-1%	5%	i	-3%
C#CCOCCOCCOCCNc1nc(N2CCN(C(=O)[C@H]([C@@H](C)CC)n3cc([C@@H](N)Cc4ccc(O)cc4)nn3)CC2)nc(N2CCN(C(=O)[C@H]([C@@H](C)CC)n3cc([C@@H](N)Cc4ccc(O)cc4)nn3)CC2)n1	-4%	-7%	-11%	29%	-6%	-6%	-20%	0%
CCCNC(=O)CN(Cc1ccccc1F)S(=O)(=O)c1ccc(C)cc1	7%	-3%	1%	4%	-2%	-1%	i	-3%
COc1cc(C(=O)NNC(=O)CNC(=O)c2ccc(Br)o2)cc(OC)c1OC	-7%	4%	12%	18%	0%	-8%	-5%	5%
O=C1/C(=C/c2ccc(S(=O)(=O)O)cc2S(=O)(=O)O)CCc2ccccc21	-8%	24%	-11%	-20%	1%	-5%	-15%	3%
Cc1ccc(C)c(N(C(=O)c2csnn2)C(C(=O)NC2CCCCC2)c2cccnc2)c1 (stereo not drawn)	2%	-11%	-30%	12%	4%	-5%	i	2%
Cc1cc(C)n(CC(=O)N2CCCC(N3CCN(Cc4ccc5c(c4)OCO5)CC3)C2)n1 (stereo not drawn)	-5%	-5%	2%	1%	2%	-5%	i	-4%
O=C(NCCO)c1ccc2nc(-c3ccco3)c(-c3ccco3)nc2c1	-8%	0%	?	38%	2%	-1%	-1%	-3%
CSc1cccc(NC(=O)CN(C)S(=O)(=O)c2ccc(C)cc2)c1	1%	24%	-3%	11%	-14%	12%	-1%[57.5 µM]	-9%[15.6 µM]
CC/C=C/C(=O)N1CC2(CC(c3cccc(NC(=O)COc4ccc(Cl)cc4)c3)=NO2)C[C@H]1C(N)=O (stereo partly drawn)	8%	-6%	-9%	45%	-16%	-7%	-42%[inhibitor]	16%
Cc1ccc(NC(=O)CCn2cccc2)cc1F	-1%	23%	-5%	30%	5%	9%	i	10%
CCOc1ccccc1CNC(=O)c1c([N+](=O)[O-])c(C)nn1C	2%	-19%	-8%	14%	14%	-3%	i	6%
Cn1c(SCc2ccc(Br)cc2)nc2c(c1=O)SCC2	-2%	21%[9.22 µM]	-21%	-6%	-21%	5%	-28%	8%
Cc1ccccc1NC(=O)CSc1nnc(CNC(=O)c2ccc3c(c2)OCO3)n1C	-5%	28%	-17%	-7%	5%	-7%	i	3%
COc1ccccc1/C=C(\NC(=O)c1cccc(C)c1)C(=O)Nc1ccccn1	5%	11%	7%	12%	7%	-2%	-3%	2%
COc1ccc(NC(=S)NNC(=O)CNc2ccc(Cl)cc2)cc1	0%	0%	7%	25%	2%	1%	-2%	10%
COc1ccc(S(=O)(=O)N(CC(=O)N2CCOCC2)c2cc(Cl)ccc2OC)cc1OC	-1%	-28%	8%	11%	-1%	7%	i	-7%
CCCSc1nnc(N)s1	-20%	7%	4%	-4%	14%	-17%	i	4%
Cc1cccc(NC(=O)CC(C)S(=O)(=O)c2ccc3c(c2)NC(=O)CO3)c1C (stereo not drawn)	-1%	10%	-6%	7%	3%	6%	i	8%
O=C(NCCc1ccccc1)C1CCCN1C(=O)NCc1ccccc1 (stereo not drawn)	-15%	-9%	2%	-27%	5%	-3%	i	4%
COc1ccc(C2CC(=O)c3cc(OC)ccc3O2)cc1 (stereo not drawn)	9%	1%	3%	15%	-28%	7%	i	22%
O=C(Nc1ccc2ccccc2c1)c1cccc([N+](=O)[O-])c1	-6%	0%	-5%	20%	-7%	-2%	-29%	7%
Cc1cc2ncn(-c3ncnc4sc(C)c(C)c34)c2cc1C	10%	?	4%	7%	8%[57.1 µM]	-10%	-3%[57.5 µM]	3%
CCC(Sc1nc(=O)cc(N)n1-c1cccc(C)c1)C(=O)Nc1cc(C)on1 (stereo not drawn)	-9%	-7%	-16%	45%	-10%	15%	i	5%
Cc1ccc(C(=O)CC2(O)C(=O)N(C)c3ccc(Br)cc32)c(C)c1 (stereo not drawn)	-1%	?	-4%	-4%	-6%	-2%	-12%	5%
O=C(NCCCN1CCCC1=O)Nc1ccc(F)c(Cl)c1	-5%	-20%	6%	-7%	9%	-2%	-18%	-4%
COc1ccc(/C=C(\NC(=O)c2ccccc2)C(=O)NNC(=O)CCN2CCOCC2)cc1	-11%	7%	-18%	5%	-10%	15%	i	4%
COc1ccc(C(=O)N2CCCCC2)cc1S(=O)(=O)Nc1cccc(C(=O)O)c1	1%	-17%	-2%	-18%	-3%	20%	i	8%
CCC(CO)[n+]1c(C)cc(/C=C2\Sc3ccccc3N2Cc2ccccc2)cc1C (stereo not drawn)	-22%	-12%	8%	37%	-1%	6%	-33%[inhibitor]	0%
CN(C)S(=O)(=O)c1cccc(NC(=O)COC(=O)c2ccc([N+](=O)[O-])o2)c1	7%	-4%	12%	/	1%	-5%	i	4%

Complete entries as entered above. Order of values: aSyn rescue	TDP-43 yeast inh	EPAC1 antag	FUS yeast rescue	EPAC2 antagonist	EPAC1 ag	PTHR1 agonist	EPAC2 ag
COc1ccc(C2CC(=O)c3cc(OC)ccc3O2)cc1 (stereo not drawn) as listed: 9%	1%	3%	15%	-28%	7%	i	22%
CCC(CO)[n+]1c(C)cc(/C=C2\Sc3ccccc3N2Cc2ccccc2)cc1C (stereo not drawn) as listed: -22%	-12%	8%	37%	-1%	6%	-33%[inhibitor]	0%
O=C(Nc1ccc2ccccc2c1)c1cccc([N+](=O)[O-])c1 as listed: -6%	0%	-5%	20%	-7%	-2%	-29%	7%
Cc1cccc(NC(=O)CC(C)S(=O)(=O)c2ccc3c(c2)NC(=O)CO3)c1C (stereo not drawn) as listed: -1%	10%	-6%	7%	3%	6%	i	8%

Some of the compounds tested; the hit share may differ from the screen's.
